APJ antag: antagonists of human apelin receptor APJ, primary screen, CHO-K1 cells, beta-arrestin complementation, luminescence. P35414. inhibition, % at 20 µM. actives 0.32% (n = 330,000);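 active = inhibition above about 40% at 20 µM, limit read from the data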;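 note: cells challenged with 10 nM apelin-13 agonist together with compound; plate controls were apelin-13 plus DMSO wells for no effect and DMSO wells lacking apelin-13 for full effect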
APJ agonist: agonists of human apelin receptor APJ, primary screen, CHO-K1 cells, PathHunter beta-arrestin, luminescence; 0% DMSO wells, 100% apelin; actives 0.11% (n = 330,000); activation, % at 20 µM;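 active = activation more than six SD over the plate average, tested at 20 µM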;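 note: 0% = DMSO alone and 100% = apelin-13 at 10 nM; some results filed as inactive read as strong as hits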
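system = engineered CHO-K1 APJ arrestin reporter cells | input = 1000 cells per well | timing = overnight seeding, 90 min compound at 25 °C, 1 h detection | measured by = enzyme-fragment complementation luminescence | read-out = beta-arrestin recruitment to APJ as agonist activity, luminescent signal | control set = negative DMSO alone, positive Apelin-13 at 10 nM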
UPR XBP1 act: activators of adaptive XBP1 UPR arm, primary screen, cell-based, CHO-XBP1 luciferase reporter, luminescence, uHTS; activation, % at 20 µM; actives 0.33% (n = 330,000); IRE1-XBP1 UPR activation; percent of tunicamycin response, DMSO as zero;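 active = versus positive control, 20 µM dose yields 30% or more activation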;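 note: 100% = tunicamycin at 10 µg/mL and 0% = DMSO only wells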
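Material – CHO cell line with stable XBP1 luciferase reporter · Buffer or medium – F12 plus 10% FBS · Compound – single point, 20 µM final compound, 1% DMSO · Schedule – 16-18 h cell attachment at 37 °C, then 6 h compound exposure · Signal – Steady-Glo luminescence read · Benchmarks – high control tunicamycin 10 µg/mL final, low control DMSO vehicle only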
tim23-1 inh: growth inhibitors of tim23-1 mutant yeast, primary screen, luminescence, uHTS; S. cerevisiae tim23-1 growth, BacTiter-Glo luminescence, 24 h; inhibition, % at 20 µM; actives 1.3% (n = 330,000); AID 463212, 2010;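 active = growth inhibition of the mutant yeast at or above 50%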;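 note: temperature-sensitive mutant grown at 25 °C; plate controls were DMSO-treated mutant yeast for no effect and medium wells lacking yeast for full effect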
Mdm2 MdmX PPI: inhibitors of human Mdm2-MdmX association, primary screen, cell-based, luminescence, split luciferase, SaOS-2, uHTS; Protein Mdm4 (Homo sapiens) + E3 ubiquitin-protein ligase Mdm2 (Homo sapiens), …; SaOS-2 split-luciferase Mdm2/MdmX complementation; inhibition, % at 8 µM; actives 3% (n = 330,000); AID 485346, 2010;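 active = inhibition of at least 50% at 8 µM in the primary screen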
Target sequence (O15151 whole entry, looked up): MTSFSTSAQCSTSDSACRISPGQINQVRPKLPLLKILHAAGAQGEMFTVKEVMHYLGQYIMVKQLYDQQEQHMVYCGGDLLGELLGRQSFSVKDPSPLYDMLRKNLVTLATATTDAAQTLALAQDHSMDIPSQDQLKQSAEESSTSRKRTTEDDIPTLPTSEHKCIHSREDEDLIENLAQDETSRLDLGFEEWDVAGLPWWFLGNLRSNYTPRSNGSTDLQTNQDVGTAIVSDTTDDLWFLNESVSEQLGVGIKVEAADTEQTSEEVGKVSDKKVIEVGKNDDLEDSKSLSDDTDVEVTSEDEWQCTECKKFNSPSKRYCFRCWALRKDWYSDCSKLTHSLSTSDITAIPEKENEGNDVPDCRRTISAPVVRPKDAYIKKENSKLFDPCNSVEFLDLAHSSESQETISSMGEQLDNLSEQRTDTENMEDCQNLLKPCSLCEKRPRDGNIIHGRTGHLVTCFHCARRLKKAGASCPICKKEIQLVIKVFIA
Target sequence (Q00987 whole entry, looked up): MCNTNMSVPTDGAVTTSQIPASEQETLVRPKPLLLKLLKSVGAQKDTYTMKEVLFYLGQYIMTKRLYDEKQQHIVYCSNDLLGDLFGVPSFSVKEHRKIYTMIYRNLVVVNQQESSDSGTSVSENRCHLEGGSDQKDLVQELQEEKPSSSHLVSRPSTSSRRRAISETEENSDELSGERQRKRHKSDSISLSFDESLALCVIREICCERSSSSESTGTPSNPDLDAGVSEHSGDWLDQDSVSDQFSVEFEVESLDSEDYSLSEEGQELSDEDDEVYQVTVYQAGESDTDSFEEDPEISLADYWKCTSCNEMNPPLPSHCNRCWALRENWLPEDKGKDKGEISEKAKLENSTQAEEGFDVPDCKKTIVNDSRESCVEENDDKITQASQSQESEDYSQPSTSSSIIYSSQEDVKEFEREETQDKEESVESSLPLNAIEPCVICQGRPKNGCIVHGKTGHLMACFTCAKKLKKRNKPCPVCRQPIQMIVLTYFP
UPR CHOP act: activators of apoptotic CHOP UPR arm, primary screen, cell-based, CHO-CHOP luciferase reporter, luminescence, uHTS | UPR activation; percent of tunicamycin response over DMSO baseline | activation, % at 10 µM | actives 0.34% (n = 330,000) | AID 449763, 2010;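 active = at 10 µM dose, activation of 40% or more, normalized to positive control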;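 note: 100% = tunicamycin at 10 µg/mL and 0% = DMSO alone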
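Test system: CHO-CHOP cells, stable luciferase reporter of PERK-eIF2a-CHOP signalling | Quantity: 500 CHO-CHOP cells per well | Buffer or medium: F12 plus 10% serum | Compound dosing: 10 µM single point, 0.5% DMSO | Schedule: 6 h compound treatment, 37 °C | Signal: Luciferase luminescence | Control set: Tunicamycin high control, DMSO low control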
CXCR6 inh: CXCR6 receptor inhibitors, primary screen, cell-based, beta-arrestin, luminescence, CHO-K1 PathHunter, 1536-well. C-X-C chemokine receptor type 6 (Homo sapiens), O00574. inhibition, % at 20 µM. actives 0.36% (n = 360,000). AID 602244, 2012; in the data active = inhibition above about 34%, passing the limit was not always enough;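 note: antagonist mode with CXCL16 agonist at 10 nM final; 0% = 10 nM CXCL16 with DMSO and 100% = unstimulated wells without agonist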
TIM10 inh: growth inhibitors of isogenic TIM10 control yeast, primary screen, counter-screen for tim10-1 yeast inhibitor project, luminescence, uHTS | inhibition, % at 10 µM | S. cerevisiae TIM10 strain growth, BacTiter-Glo luminescence, 24 h | actives 1.4% (n = 330,000);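 active = inhibition of 40% or more at the single tested concentration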;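 note: wild-type TIM10 isogenic control strain grown at permissive 25 °C; 0% = DMSO yeast wells and 100% = minimal medium wells without yeast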
tim10-1 inh: growth inhibitors of tim10-1 mutant yeast, primary screen, luminescence, uHTS; S. cerevisiae tim10-1 ts strain growth, BacTiter-Glo, 24 h; actives 2.2% (n = 330,000); inhibition, % at 20 µM;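 active = inhibition of at least 40%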;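 note: mutant grown at 25 °C; 0% = DMSO wells with yeast and 100% = wells holding no yeast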
* hit, by the source's call; . = no result given. An excerpt; rates above refer to the full screens.

entry	mol	UPR CHOP act	tim23-1 inh	CXCR6 inh	Mdm2 MdmX PPI	APJ antag	UPR XBP1 act	APJ agonist	TIM10 inh	tim10-1 inh
1	Cc1cccc(N2C(=O)C3CC3C2=O)c1 (stereo unspecified)	1.2	0.9	5.7	15.4	13.2	-0.2	-0.5	-1.6	-3.9
2	N#CCC(=O)Nc1ccc(C(=O)OCC(=O)N(Cc2ccccc2)C2CCS(=O)(=O)C2)cc1 (stereo unspecified)	0.6	26.9	1.2	-26.1	9.9	-3.1	-0.6	7.7	-3.7
3	CC(Oc1cc2oc(=O)c3c(c2cc1Cl)CCC3)C(=O)NCCN1CCOCC1 (stereo unspecified)	-0.3	-3.8	-3.3	17.1	-2.0	0.1	-3.1	10.0	15.2
4	COc1ccc(NS(=O)(=O)c2ccc(N3CCCCC3)c(NC(=O)C(C)NC(N)=O)c2)cc1 (stereo unspecified)	1.8	12.6	-0.2	-27.6	2.4	-3.7	0.4	-5.1	2.6
5	COc1ccccc1CCNC(=O)Cc1cccs1	1.8	1.8	-3.3	-3.9	-12.2	0.2	-0.5	-16.1	6.3
6	Cc1ccc(C)c(N2N=C(C(=O)O)CCC2=O)c1	1.8	11.1	-14.2	1.9	7.1	-3.5	-1.2	-3.3	-6.1
7	COC(=O)c1ccc(NC(=O)CSc2nnc(C)n2-c2ccccc2)cc1	0.1	17.9	4.4	-0.8	5.3	-0.1	-4.6	-0.8	22.2
8	Cc1ccc(-c2nn(Cc3ccccc3)cc2/C=C/C(=O)O)cc1C	-2.1	6.8	2.7	-5.3	4.6	3.9	-2.0	14.0	9.1
9	O=C(c1ccco1)N1CCN(C(=O)c2cc(-c3ccc(F)cc3)no2)CC1	3.1	11.5	-1.3	24.5	15.4	-3.6	-0.5	-6.4	10.1
10	COc1ccc(C2C(C(=O)Nc3cc(OC)c(OC)c(OC)c3)c3ccccc3C(=O)N2C)cc1OC (stereo unspecified)	-0.1	4.7	7.2	6.0	3.7	-2.2	-2.1	-3.6	8.7
11	CN(N)c1nc(-c2ccccc2)nnc1C(F)(F)F	-2.7	16.1	-0.1	-2.9	10.9	-2.0	-0.3	10.1	11.9
12	COc1ccc(C(C)=O)cc1CN1C(=O)NC2(CCCCCC2)C1=O	-1.7	5.8	4.8	8.4	13.9	1.8	-4.9	1.4	13.8
13	Cc1c(C(=O)C(=O)N2c3ccccc3CC2C)c2ccccc2n1C (stereo unspecified)	0.9	28.5	7.3	35.3	-2.4	-0.7	-0.1	24.6	20.1
14	S=C1NC(c2ccccc2)=CC(c2ccccc2)N1 (stereo unspecified)	-0.1	20.2	-2.2	-8.5	-25.0	2.0	-3.3	-11.1	24.5
15	COC(=O)c1sc2cc([N+](=O)[O-])cc(SCC(C)C)c2c1N	-0.2	17.6	-9.2	20.2	-33.9	1.3	-1.9	28.7	15.7
16	Cc1c(C(=O)O)sc2nc3n(c(=O)c12)CCC(C)CC3 (stereo unspecified)	-0.6	2.0	-1.6	7.8	-1.3	-4.0	2.6	-6.1	-12.7
17	CN(c1cccc(NC(=O)c2ccc(CN3CCc4ccccc4C3)cc2)c1)S(C)(=O)=O	-0.4	-9.3	-14.9	21.7	-22.9	-1.7	4.1	-4.0	-18.5
18	Cc1ccc(NC(=O)c2cc3ccccc3o2)nc1	-2.1	31.8	-1.0	-118.9	13.9	-1.5	3.7	-2.2	-9.7
19	COc1ccc(-c2noc(CCC(=O)NCc3cccnc3)n2)cc1OC	2.4	8.2	-0.8	1.6	10.4	-2.5	2.0	13.2	4.0
20	COc1ccccc1C(c1nnnn1Cc1ccccc1)N1CCN(C2CCCC2)CC1 (stereo unspecified)	2.6	1.2	-6.6	4.7	-7.4	-1.4	-0.5	-1.6	9.3
21	CC1CC1C(=O)OCC(=O)N(C)CC(=O)Nc1ccc(F)cc1 (stereo unspecified)	-0.2	-0.5	6.5	4.6	-8.9	1.2	-2.8	1.4	-7.5
22	CCCN1CCN(CCCNC(=O)c2ccc3nc(N4CCC(C)CC4)sc3c2)CC1	-2.8	-7.7	5.3	-54.7	9.3	-5.1	0.0	11.1	-28.1
23	CCOC(=O)C1CCCN(C(=O)c2ccc3nc(-c4cccc(OC)c4)oc3c2)C1 (stereo unspecified)	2.3	16.8	-8.5	53.3*	-0.6	1.4	-9.7	15.3	23.8
24	c1ccc(CCc2nc(-c3ccccn3)no2)cc1	2.6	3.4	2.3	-3.6	2.1	-3.1	-5.3	7.9	-6.0
25	O=C(NN=C1CCC(=NNC(=O)c2ccccn2)CC1)c1ccccn1	-1.1	16.3	-3.7	-11.9	-6.9	-2.5	1.9	-1.7	-4.1

Remaining list, next part:
entry	mol	UPR CHOP act	tim23-1 inh	CXCR6 inh	Mdm2 MdmX PPI	APJ antag	UPR XBP1 act	APJ agonist	TIM10 inh	tim10-1 inh
26	CCOC(=O)N1CCN(C(=O)c2ccc(CS(=O)Cc3ccccc3Cl)o2)CC1 (stereo unspecified)	-0.5	13.4	-0.7	-0.6	12.0	-5.6	-1.8	-4.2	14.5
27	COC(=O)/C(=C\c1cccnc1)NC(=O)c1ccc(OCc2ccccc2)cc1	1.2	0.6	2.2	8.8	-6.7	-1.7	-0.7	11.0	14.8
28	CCOC(=O)c1cc(-c2ccc3c(c2)OCCO3)n[nH]1	7.3	11.0	-0.6	-178.8	-0.7	-3.3	-2.2	16.7	9.7
29	COc1ccc([N+](=O)[O-])cc1NC(=O)Cc1ccc(C)cc1	1.6	19.5	-3.7	-5.5	1.0	-4.0	-2.2	10.0	16.0
30	COc1ccc(NC(=S)N2CCC(c3nc4ccccc4o3)CC2)c(OC)c1	3.5	21.7	-2.5	-2.3	12.3	-0.5	-2.7	-3.5	7.3
31	Cc1ccc(Cl)cc1N1CCN(S(=O)(=O)c2ccc3c(c2)NC(=O)C(C)C(=O)N3)CC1 (stereo unspecified)	6.3	9.1	-8.6	27.2	-5.8	-1.6	1.2	-1.3	4.7
32	COc1ccc(/C=N/Nc2cc(N3CCOCC3)nc(C)n2)c(OC)c1	8.3	16.1	-4.6	19.1	-21.5	3.2	0.9	9.0	14.4
33	CCN1C(=O)[C@H]2[C@@H](c3ccc(C)cc3)N3C(=O)N(c4ccc(C)cc4)C(=O)[C@@]3(CC)[C@H]2C1=O	1.8	4.0	-12.3	-2.2	11.4	-2.2	-5.3	5.0	-3.6
34	CCN1CCN(c2ccc(S(=O)(=O)N3CCCCC3)cc2NC(=O)CC(NC(C)=O)c2ccccc2)CC1 (stereo unspecified)	1.9	-6.5	7.7	10.0	-0.2	2.1	-0.2	-0.9	-15.0
35	Cc1nc2sc(C(c3cccc(F)c3)N3CCN(C(=O)c4ccco4)CC3)c(O)n2n1 (stereo unspecified)	-0.3	-1.6	-8.3	-4.7	12.1	-0.3	-2.9	-8.5	12.5
36	O=C(Oc1cccc(C(=S)N2CCCCC2)c1)c1ccccc1	-1.7	21.2	2.5	31.1	-1.2	0.7	-0.2	-0.2	-5.4
37	COCCNC(=O)Cc1cn(C)c2ccccc12	2.3	12.7	-9.4	2.3	12.5	-1.6	-1.0	-5.3	3.1
38	COCCn1cc(-c2csc(N)n2)c2ccccc21	2.4	10.0	-2.8	27.7	-14.8	-4.4	0.2	13.1	11.1
39	O=C(CSc1nc2ccc([N+](=O)[O-])cc2[nH]1)c1ccc2ccccc2c1	2.3	-19.5	4.4	0.2	-4.4	-1.2	-2.6	-3.5	9.8
40	CCn1c(NC(=O)c2ccccc2)c(-c2cccs2)c(=O)c2ccccc21	-2.5	25.7	4.2	2.7	12.4	-2.8	1.0	4.7	20.0
41	Cc1ncc(CN2CCN(C3CCCC3)C(CCO)C2)s1 (stereo unspecified)	2.2	-1.2	-3.9	-1.2	14.4	-3.0	0.0	10.1	5.3
42	Cc1cccc(-c2noc(-c3c(C)noc3C)n2)c1	0.9	14.1	2.3	-13.5	-2.8	-2.5	-2.2	-10.0	3.9
43	C=CCN1C(=O)N/C(=C/c2ccc(N3CCOCC3)o2)C1=O	27.9	14.8	.	42.1	20.4	-4.1	-2.2	-9.3	24.8
44	O=C(NC1CCN(S(=O)(=O)c2ccccc2)CC1)c1ccccc1	-1.0	6.8	-1.2	-4.0	-11.7	-4.2	-2.2	-1.6	-10.6
45	COc1ccc(C(=O)Nc2ccccc2)cc1NC(=O)c1ccc([N+](=O)[O-])cc1	-0.8	8.8	-0.5	38.8	-20.6	-1.9	4.0	-6.2	-34.5
46	CS(=O)(=O)Nc1ccc(C(=O)Nc2ccccc2C(=O)N2CCCC2)cc1	0.1	8.4	-8.0	-34.8	-0.5	1.6	-1.8	13.8	11.4

3 of the entries above in order of their number in CXCR6 inh, highest first.
# | SMILES | CXCR6 inh
36 | O=C(Oc1cccc(C(=S)N2CCCCC2)c1)c1ccccc1 | 2.5
44 | O=C(NC1CCN(S(=O)(=O)c2ccccc2)CC1)c1ccccc1 | -1.2
41 | Cc1ncc(CN2CCN(C3CCCC3)C(CCO)C2)s1 (stereo unspecified) | -3.9

Bioassay records from PubChem.
